Screening data (PubChem BioAssay)
TDP1 inh – qHTS Assay for Inhibitors of Tyrosyl-DNA Phosphodiesterase (TDP1). Tyrosyl-DNA phosphodiesterase 1 (Homo sapiens), Q9NUW8. AID 485290, 2010. recombinant TDP1, AlphaScreen DNA substrate cleavage. hit rate 0.28% among 350,000. Potency, µM (top dose mostly 130 µM), inactives show top-dose activity change, negative = inhibition, hits mostly inhibitors; further: nearly all actives have a fitted effect of over 40% in size
Target sequence (Q9NUW8 whole entry, looked up): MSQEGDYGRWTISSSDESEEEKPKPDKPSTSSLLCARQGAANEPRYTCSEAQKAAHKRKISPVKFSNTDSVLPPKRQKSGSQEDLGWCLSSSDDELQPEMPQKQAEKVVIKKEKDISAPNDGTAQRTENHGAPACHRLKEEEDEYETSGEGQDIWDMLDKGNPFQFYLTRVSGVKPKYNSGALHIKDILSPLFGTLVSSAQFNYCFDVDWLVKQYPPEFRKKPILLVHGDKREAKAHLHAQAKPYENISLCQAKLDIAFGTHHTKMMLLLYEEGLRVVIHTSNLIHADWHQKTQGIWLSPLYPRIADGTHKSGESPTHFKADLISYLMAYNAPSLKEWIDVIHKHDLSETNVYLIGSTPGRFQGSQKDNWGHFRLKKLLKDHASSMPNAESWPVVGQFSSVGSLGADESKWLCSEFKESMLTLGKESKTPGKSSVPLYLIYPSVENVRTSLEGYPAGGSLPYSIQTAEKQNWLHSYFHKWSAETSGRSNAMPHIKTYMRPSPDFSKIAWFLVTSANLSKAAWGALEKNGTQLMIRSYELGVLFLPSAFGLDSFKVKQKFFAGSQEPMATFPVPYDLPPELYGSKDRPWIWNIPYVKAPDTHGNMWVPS
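Here, a 5' biotin and 3' phosphotyrosine-FITC DNA oligonucleotide reports Tdp1 activity: intact substrate bridges AlphaScreen beads, while cleavage leaves a 3' phosphate and drops signal. All incubations at room temperature.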
TDP1 cell CPT – qHTS for Inhibitors of human tyrosyl-DNA phosphodiesterase 1 (TDP1): qHTS in cells in presence of CPT. chicken DT40 Tdp1-/-;hTDP1 cells + 20 nM CPT, ATP luminescence, 48 h. Potency, µM (doses to about 46.2 µM), without a hit: at the top dose activity change, negative = growth inhibition, actives largely listed as inhibitors. hit rate 12% among 420,000. AID 686979, 2013; further: nearly all actives have a fitted effect of over 55% in size
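Chicken DT40 Tdp1-/- cells stably complemented with human TDP1 were seeded at 400 cells/well in medium containing 20 nM camptothecin, exposed to pin-transferred compounds, and grown at 37 °C for at least 48 hr. Viability was read as ATP luminescence.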
DT40 TDP1 no CPT – qHTS for Inhibitors of human tyrosyl-DNA phosphodiesterase 1 (TDP1): qHTS in cells in absence of CPT; Potency, µM (top dose mostly 46.2 µM), for inactives: at the top dose activity change, negative = growth inhibition, hits mostly inhibitors; DT40 Tdp1-/- hTDP1 cells, no CPT, ATP luminescence, 48 h; hit rate 15% among 420,000; AID 686978, 2013; further: nearly all actives have a fitted effect of over 55% in size
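Luminescent ATP content (CellTiter-Glo) served as the growth readout. Knockout chicken DT40 cells expressing human TDP1 were exposed to compounds without camptothecin for a minimum 48 hr at 37 °C.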
* marks the source's active call; other numbers are inactive results; ? = inconclusive; . = not tested or not shown; [ ] = dose if it differs, or a comment. The call rests on the fitted dose curve; in most records, active means well fitted curve in the direction sought with a large enough effect; inconclusive means small, poorly fitted or top-dose-only effect, or another doubt; inactive means no such curve, though single readings can be large; an effect the other way counts as inactive or inconclusive. On the % scale 0 is the no-effect control and ±100 the full control effect; potency means the concentration at half of the fitted maximal effect.

1. CCn1c(SC)nnc1C1CCN(S(=O)(=O)c2ccc(OC)cc2)CC1
2. O=c1c(NCCc2ccccc2)c(-c2ccccc2)c1=O
3. CC(=O)c1ccc(N2CCN(C(=O)CCCn3c(=S)[nH]c4cc5c(cc4c3=O)OCO5)CC2)cc1
4. Cn1c(SCC(=O)Nc2cccc(S(=O)(=O)NC3=NCCCCC3)c2)nnc1-c1ccccc1
5. CC(NC(=S)Nc1ccccc1)C(c1cccs1)N1CCOCC1 (centres undefined)
6. O=C(COc1ccc2c(C(F)(F)F)cc(=O)oc2c1)NCc1cccs1
7. Cc1c(C(=O)c2ccccc2C(=O)O)sc2ccccc12
8. Nc1[nH]n2c(=O)cc(-c3ccccc3)nc2c1N=Nc1ccccc1

assay / entry	1	2	3	4	5	6	7	8
TDP1 inh	-3%	.	2%	2%	3%	8%	.	9%
TDP1 cell CPT	-21%	1%	-28%	-4%	-28%	-14%	-4%	3.3µM*
DT40 TDP1 no CPT	?	-30%	-29%	?	?	-4%	-21%	5.2µM*

9. CCC(=O)N(CCc1ccc(OC)c(OC)c1)Cc1cc2ccc(C)cc2n2nnnc12
10. Cc1cc(NC(=O)COC(=O)C2CC(=O)N(c3ccc(Cl)cc3)C2)no1 (centres undefined)
11. N/C(=N\OC(=O)c1cc(-c2ccccc2)nc2ccccc12)c1ccc(Cl)cc1
12. COc1cc(C(=O)N2CCN(C(=O)C(Cc3cc(C)ccc3C)NC(C)=O)CC2)cc(OC)c1OC (centres undefined)
13. CN(C)Cc1ccccc1CNC(=O)c1cccc(S(=O)(=O)Nc2ccc3c(c2)OCO3)c1
14. O=C(CSc1nnc(NC(=O)C2CC2)s1)NCc1ccco1
15. CCn1c(SCC(=O)c2cc(OC)ccc2OC)nnc1-c1ccncc1
16. CNC(=O)NC(=O)COC(=O)CCCOc1ccc(OC)cc1

assay / entry	9	10	11	12	13	14	15	16
TDP1 inh	-8%	6%	-4%	4%[56.1 µM]	.	-3%	.	5%
TDP1 cell CPT	-5%	-15%	?	0%	-19%	-17%	-5%	-25%
DT40 TDP1 no CPT	-13%	-13%	?	3%	?	-30%	-13%	7%

17. CCN(c1ccccc1)S(=O)(=O)c1ccc(N)c(OC)c1
18. Cc1ccc(Cl)cc1N1CCN(C(=O)c2cc(S(=O)(=O)N3CCC(C)CC3)cn2C)CC1
19. COc1ccc(N2C(=O)CC(Sc3nc(C)c4c(n3)CCCC4)C2=O)cc1 (centres undefined)
20. COc1cc(S(=O)(=O)N(C)C2CCCCC2)c(C)cc1C
21. COc1ccc(CN(C)C(=O)C2CCN(C(=O)Nc3ccccc3)CC2)cc1OC
22. Cc1ccc2nc(NCc3ccccc3)c(C=NCc3ccccc3)c(=O)n2c1
23. OCC1(Cc2ccccc2)CCN(CCCC2CCCC2)CC1
24. Cc1ccccc1C(=O)Nc1ccnc(-c2ccncc2)n1

assay / entry	17	18	19	20	21	22	23	24
TDP1 inh	6%	5%	-1%	0%	0%	5%	-2%	3%
TDP1 cell CPT	?	23µM*	18µM*	-21%	-10%	1%	?	-10%
DT40 TDP1 no CPT	-77%	15µM*	23µM*	-16%	1%	-23%	?	2%

25. CCOc1ccc(-c2nnn(CC(=O)N3CCN(c4ccc(OC)cc4)CC3)n2)cc1OCC
26. O=C(COC(=O)c1ccc([N+](=O)[O-])s1)NNC(=O)c1ccccc1
27. COc1ccc(C(=O)NCc2csc(C)n2)cc1OC1CCN(C(C)=O)CC1
28. COc1cccc(CCNC(=O)CC2C(=O)NCCN2CC(C)(C)C)c1 (centres undefined)
29. O=C(Cn1nc(-c2cccc(Cl)c2)ccc1=O)Nc1ccc(C(=O)NC2CC2)cc1
30. O=C(Oc1ccccc1Cl)c1ccc(-n2cncn2)nc1
31. CCOc1ccc(S(=O)(=O)N2CCN(Cc3ccc4c(c3)OCO4)CC2)cc1Cl
32. COc1cccc2cc(C(=O)NCc3ccccc3)c(=N)oc12

assay / entry	25	26	27	28	29	30	31	32
TDP1 inh	-2%	1%	.	5%	4%	0%	9%[0.0935 µM]	3%
TDP1 cell CPT	-13%	-25%	7%	-29%	0%	-5%	-20%	21µM*
DT40 TDP1 no CPT	?	-17%	4%	3%	-10%	9%	-28%	?

33. O=C(NCC(c1ccco1)S(=O)(=O)c1cccs1)c1ccc(F)c(F)c1 (centres undefined)
34. CCn1cnc2c1c(=O)n(CC(=O)NCC(F)(F)F)c(=O)n2Cc1ccccc1
35. OCCNC(=S)NCc1ccccc1
36. Cc1ccc(N(CC(=O)NC(C)(C)C)C(=O)CNC(=O)c2cccs2)cc1
37. Cc1noc(C)c1-c1nc(CSc2ccccc2)no1
38. COc1cccc(OC)c1-c1nn2c(-c3ccccc3Cl)nnc2s1
39. Cc1cc(C(=O)NCCCOC(C)C)c2ccccc2n1
40. CCc1ccccc1NC(=O)CN1C(=O)C2CCCN2c2ccc(S(=O)(=O)N(CC)CC)cc21 (centres undefined)

assay / entry	33	34	35	36	37	38	39	40
TDP1 inh	0%	0%	-4%	8%	-3%	3%	3%	3%
TDP1 cell CPT	13µM*	-3%	-2%	2%	-2%	0%	-19%	-23%
DT40 TDP1 no CPT	16µM*	-25%	-11%	?	-7%	-23%	-9%	-27%

41. Cc1ccccc1Nc1nc(N)nc(COC(=O)c2cccc(S(=O)(=O)NCc3ccccc3)c2)n1
42. COc1cccc(OCC(=O)Nc2ccccc2C(N)=O)c1
43. O=C(OCc1cccc2ccccc12)c1ccc2c(=O)[nH]c(CN3CCOCC3)nc2c1
44. Nc1ccc(C(=O)OCc2ccncc2)cc1[N+](=O)[O-]
45. COc1ccccc1C(NC(C)=O)c1cc(Cl)c2cccnc2c1O (centres undefined)
46. Cc1ccc(NC(=O)N2Cc3ccccc3CC2C(=O)NC(C)(C)C)cc1 (centres undefined)
47. CCCc1cc(=O)[nH]c(SCC(=O)c2c(N)n(C)c(=O)n(C)c2=O)n1
48. O=C(Nc1ccc(-n2nncc2-c2ccccc2)cc1)c1ccccc1

assay / entry	41	42	43	44	45	46	47	48
TDP1 inh	3%	2%	1%	0%	.	1%	2%	0%
TDP1 cell CPT	?	?	-7%	0%	1.6µM*	-27%	-20%	7%
DT40 TDP1 no CPT	?	?	2%	-20%	2.3µM*	-19%	-2%	-25%

49. Cn1c(=O)c2c(SCC(=O)NCCc3ccccc3)nc(C3CC3)nc2n(C)c1=O
50. CCC(=O)N1c2ccccc2CC1C(=O)NCCN1CCN(c2cccc(C)c2C)CC1 (centres undefined)
51. COCCn1c(SCC(=O)Nc2ccc(Cl)cn2)nc2ccccc21
52. C=C1CC2C(CCC3(C)C2CCC3(O)C(C)=O)C2(C)CCC(=O)C=C12 (centres undefined)
53. Cc1cccc(NC(=S)NC2CCCC2)n1
54. CC(=O)Nc1ccc2c(c1)C(=O)c1ccccc1C2=O
55. CCN(CC)CC(C)CNC(=O)CC(C(=O)N1CCc2ccccc21)n1ccnc1 (centres undefined)
56. CCOC(=O)C1=C(C)N=C2SCCC(=O)N2C1c1sccc1C (centres undefined)

assay / entry	49	50	51	52	53	54	55	56
TDP1 inh	1%	1%	2%	.	-5%	5%	-2%[56.1 µM]	7%
TDP1 cell CPT	-5%	23µM*	?	?	?	?	1%	-19%
DT40 TDP1 no CPT	-1%	?	-26%	26µM*	?	?	6%	?

57. CCc1ccc(N2CC(C(=O)N3CCCC3)CC2=O)cc1 (centres undefined)
58. Cc1ccc(Cl)cc1N1CCN(C(=O)COc2ccc(S(=O)(=O)NC(C)C)cc2)CC1
59. CCN(CC)S(=O)(=O)c1ccc(C(=O)N2CCN=C2SC)cc1
60. CC(C)(C)OC(=O)N(CCc1ccccc1)Cc1ccccc1OCc1cccc(NC(=O)C2CCCC2)c1
61. Cc1ccc2nc(SCC(=O)N/N=C/c3ccc(C(=O)O)cc3)cc(C)c2c1
62. CCC(=O)c1cc(Br)ccc1OCC(=O)N1CCN(S(=O)(=O)c2ccccc2)CC1
63. O=[N+]([O-])c1cccc(N=Cc2ccccc2)c1
64. CC(C)(C)S(=O)(=O)/C(C#N)=N/Nc1ccc(C#N)cc1

assay / entry	57	58	59	60	61	62	63	64
TDP1 inh	.	4%	3%	.	.	.	.	6%
TDP1 cell CPT	8%	13µM*	-20%	21µM*	-9%	?	0%	?
DT40 TDP1 no CPT	-3%	18µM*	-19%	?	-22%	23µM*	-10%	?

65. COCC(=O)N1CCCC(C(=O)c2ccc(-c3ccccc3)cc2)C1 (centres undefined)
66. Cc1cccc(N2CCCn3c2nc2c3c(=O)n(CCN3CCOCC3)c(=O)n2C)c1
67. CN1CCN(c2ncc3ncc(=O)n(-c4ccccc4)c3n2)CC1
68. CCOc1ccccc1OC(=O)c1ccco1
69. CCNc1nc(NCC)nc(C(=O)NN)n1
70. O=C(N/N=C/c1ccccn1)c1ccc(Cl)cc1
71. Cn1c(/C=C/c2ccc([N+](=O)[O-])o2)nc2ccccc2c1=O
72. Clc1ccccc1OCCCCN1CCCC1

assay / entry	65	66	67	68	69	70	71	72
TDP1 inh	.	2%	.	-5%	5%	3%[56.1 µM]	-2%	0%
TDP1 cell CPT	?	21µM*	1%	-3%	1%	12µM*	0.26µM*	-11%
DT40 TDP1 no CPT	?	?	-12%	2%	-7%	12µM*	0.26µM*	-15%

73. COCCn1c(SCC(=O)NC(=O)NC(C)(C)C)nc2ccccc21
74. CCNC(=O)COC(=O)c1ccc(-c2nc3ccccc3s2)s1
75. C/C(=N\NC(=O)c1ccc(O)cc1)c1cccc(NC(=O)c2ccc(Cl)cc2)c1
76. COc1ccc(OC)c(C(c2nnnn2CCc2ccccc2)N2CCC(C(N)=O)CC2)c1 (centres undefined)
77. CC(C)[C@H](NC(=O)[C@@H]1Cc2c([nH]c3ccccc23)C2c3ccccc3C(=O)N21)C(=O)NCC1CCCO1 (some centres undefined)
78. CS(=O)(=O)n1c2ccccc2c(=O)n1-c1ccccc1CCl
79. CCN1CCN(c2ccc(N3CCN(S(=O)(=O)c4cccc([N+](=O)[O-])c4)CC3)nn2)CC1

assay / entry	73	74	75	76	77	78	79
TDP1 inh	2%	-1%	.	3%	.	.	.
TDP1 cell CPT	-12%	-12%	?	-24%	?	?	?
DT40 TDP1 no CPT	-7%	-15%	12µM*	0%	?	?	?
